OX1R antag-1 = OX1R (human) antagonism | OX1R-expressing cells, FRET antagonist read-out | 1.8% of 330,000 active | AID 485270 | inhibition, % at 6.6 µM; in the data active = inhibition mostly above about 38%, no sharp cut-off; inactive = mostly below about 40%;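 also: 0% = agonist challenge alone and 100% = reference antagonist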
Target sequence (O43613 whole entry, looked up): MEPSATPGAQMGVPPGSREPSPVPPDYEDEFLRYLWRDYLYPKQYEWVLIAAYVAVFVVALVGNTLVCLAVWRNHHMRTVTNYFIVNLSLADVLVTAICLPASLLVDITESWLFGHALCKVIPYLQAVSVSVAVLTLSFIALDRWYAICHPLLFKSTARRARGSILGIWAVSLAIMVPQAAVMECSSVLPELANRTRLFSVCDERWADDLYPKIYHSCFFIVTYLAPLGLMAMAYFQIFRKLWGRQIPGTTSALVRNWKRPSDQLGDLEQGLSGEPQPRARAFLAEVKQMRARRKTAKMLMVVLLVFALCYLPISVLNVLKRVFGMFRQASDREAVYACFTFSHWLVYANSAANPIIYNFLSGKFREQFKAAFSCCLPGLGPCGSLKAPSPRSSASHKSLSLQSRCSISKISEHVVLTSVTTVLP
OX1R antag-2 = antagonists of human orexin 1 receptor. AID 434989. inhibition, % at 5 µM. 0.43% of 330,000 active. CHO/OX1R cells, Fluo-8 calcium fluorescence, orexin A. O43613;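 active = inhibition above its plate's threshold, mean inhibition of all tested compounds on the plate plus 3 SD, cut at about 37% in these data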;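 also: 0% = orexin A challenge wells and 100% = SB-334867-A antagonist wells; not every result past the cut was called active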
CHT allo act = human CHT allosteric activation; CHT-expressing cells, membrane potential dye, choline EC20; stronger effect = higher value; LV-AA mutant CHT in HEK293 cells; B-score at 10 µM; AID 488977; 0.49% of 310,000 active;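 active = initial fluorescence not abnormally high and integrated response B-score, plate-corrected, over 3 SD above library mean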
Target sequence (Q9GZV3 whole entry, looked up): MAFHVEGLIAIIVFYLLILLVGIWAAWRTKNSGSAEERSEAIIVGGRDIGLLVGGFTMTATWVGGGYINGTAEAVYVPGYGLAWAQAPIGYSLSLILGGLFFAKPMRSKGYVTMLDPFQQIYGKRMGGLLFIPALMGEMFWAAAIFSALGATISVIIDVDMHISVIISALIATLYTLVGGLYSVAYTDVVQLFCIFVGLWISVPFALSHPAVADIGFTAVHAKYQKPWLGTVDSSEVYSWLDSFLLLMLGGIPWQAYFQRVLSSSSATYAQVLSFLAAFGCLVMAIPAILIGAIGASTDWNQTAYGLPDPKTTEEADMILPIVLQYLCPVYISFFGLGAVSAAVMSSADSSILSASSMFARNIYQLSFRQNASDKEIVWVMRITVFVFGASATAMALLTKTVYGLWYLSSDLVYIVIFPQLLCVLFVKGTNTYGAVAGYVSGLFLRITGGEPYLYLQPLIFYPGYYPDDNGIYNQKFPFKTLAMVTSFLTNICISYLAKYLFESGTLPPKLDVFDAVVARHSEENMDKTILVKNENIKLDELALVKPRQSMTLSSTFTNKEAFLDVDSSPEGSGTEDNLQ
* = called active by the depositor; i = inactive; / = not tested or not shown. The order is random; overall some 2.5% were active at least once.

SMILES	OX1R antag-1	OX1R antag-2	CHT allo act
CN(C(=O)CSc1ncnc2sc(-c3ccccc3)cc12)C1CCS(=O)(=O)C1 (centres undefined)	4	-13	i
CCOc1ccc(OCC)c(NS(=O)(=O)c2ccc3c(c2)CCN3C(=O)C2CCC2)c1	6	-3	i
CCC(C)(C)NC(=O)C(c1ccc(F)cc1)N(Cc1ccc(OC)cc1)C(=O)c1cnccn1 (centres undefined)	6	-37	i
Cc1ccc(C)c(Nc2cc(C)nc3ccccc23)c1	8	-14	i
CC(=O)C(C)n1c(CN2CCN(C(=O)c3ccco3)CC2)nc2c1c(=O)n(C)c(=O)n2C (centres undefined)	2	2	i
O=C(COc1ccc(C(=S)N2CCCC2)cc1)Nc1ccccc1C(F)(F)F	83*	19	i
O=[N+]([O-])c1cc([N+](=O)[O-])c(Oc2c(F)cc(F)cc2F)cc1NN1CCCCC1	14	-18	i
O=C(COC(=O)C1CC2C=CC1C2)Nc1cccc(S(=O)(=O)N2CCOCC2)c1 (centres undefined)	28	-15	i
COc1ccc(-n2c(=O)[nH]c3c(C(N)=O)nc(C4CCCCC4)nc32)cc1	9	-10	i
Cn1ncc2c(Nc3ccc(O)cc3)nc(Cl)nc21	12	9	i
COc1cccc(/C=N/NC(=O)c2cnccn2)c1	18	-6	i
CNC(=O)c1sccc1-n1cccc1	16	0	i
Oc1c(N=NC(=S)Nc2ccccc2F)c2ccccc2n1Cc1ccccc1F	42	-19	i
O=C(Nc1ccc(F)cc1)N1CCCCCC1	9	-8	i
O=C(CN(CCc1ccccc1)C(=O)CNS(=O)(=O)c1ccc(F)cc1)NCC1CCCO1 (centres undefined)	0	-43	i

Record cards, as listed above. Screens in order: OX1R antag-1, OX1R antag-2, CHT allo act
O=C(COC(=O)C1CC2C=CC1C2)Nc1cccc(S(=O)(=O)N2CCOCC2)c1 (centres undefined) reads 28, -15, i
CCC(C)(C)NC(=O)C(c1ccc(F)cc1)N(Cc1ccc(OC)cc1)C(=O)c1cnccn1 (centres undefined) reads 6, -37, i
Cn1ncc2c(Nc3ccc(O)cc3)nc(Cl)nc21 reads 12, 9, i
CCOc1ccc(OCC)c(NS(=O)(=O)c2ccc3c(c2)CCN3C(=O)C2CCC2)c1 reads 6, -3, i

(further entries)
SMILES	OX1R antag-1	OX1R antag-2	CHT allo act
Nc1nnnn1CC(=O)N/N=C/c1cccs1	3	0	i
Oc1ccc(Cc2ccc(Cl)cc2)c(O)c1	14	2	i
CCCCN(CCCC)C(=O)/C=C/c1cccc([N+](=O)[O-])c1	13	-26	i
Cc1ccc(S(=O)(=O)c2nc(S(C)(=O)=O)sc2NCC2CCCO2)cc1 (centres undefined)	11	-26	i
CC(=O)c1ccc[n+](CC(=O)NC(C)c2ccccc2)c1 (centres undefined)	7	4	i
Cc1ccc(NC(=O)C2CCCN2C(=O)OCc2ccccc2)c(O)c1 (centres undefined)	-1	-16	i
O=C(NNc1ncc(C(F)(F)F)cc1Cl)c1c(Cl)cccc1Cl	9	-14	i
COC(=O)C1=C(NC(=O)c2ccc(Br)cc2)CCS1	4	-19	i
CCc1cccc(C)c1NC(=O)Nc1ccc2c(c1)OCO2	7	-14	i
COC(=O)c1cc2c(ccn2C)n1C	5	0	i
CCCCCSc1nnc(N)s1	15	-15	i
COCc1cc(C)nc2sc(C(=O)NCCO)c(-n3cccc3)c12	15	-16	i
CCOc1ncccc1C(=O)OCC(=O)Nc1ccc(-c2nc3ccc(C)cc3s2)cc1	8	-11	i
O=C(CSc1nc(C2CC2)nc2ccccc12)Nc1ccccc1Cl	15	-1	i
O=C(NCc1cccc(Cl)c1)c1ccco1	-5	4	i
CN(CCCNC(=O)c1ccc(/C=N/O)nc1)CCCN(C)Cc1ccccc1	12	-6	i
CCOc1ccc(S(=O)(=O)N2CCC(C(=O)NCC3CCCO3)CC2)cc1Cl (centres undefined)	41	-15	i
Cc1ccc(C(=O)NCCNC(=O)CN2CCOCC2)cc1	16	-21	i
Cc1ccc(-n2nc3ccc(NC(=O)/C=C/c4ccco4)cc3n2)cc1C	21	-2	i
Cc1c(Cl)cccc1NC(=S)N=Nc1c(O)n(CN2CCOCC2)c2ccccc12	16	1	i
CC(C)COC(=O)C(N)C(C(=O)OCC(C)C)c1ccccc1 (centres undefined)	20	-31	i
COc1cccc(Cc2n[nH]c(=S)n2Cc2ccco2)c1	1	-29	i
N#CCSc1nc2sccc2c(=O)n1-c1ccccc1	22	-4	i
CCOC(=O)C1CCN(CCC(=O)Nc2cccc(Cl)c2)CC1	22	-20	i
Cc1cc(NC(=O)COC(=O)c2oc3c(Cl)cccc3c2C)no1	5	6	i
COc1ccc(NS(=O)(=O)c2ccc3oc(SC(C)C(N)=O)nc3c2)cc1 (centres undefined)	22	0	i
NC(=O)C1CCN(C(=O)COc2ccc3c4c(c(=O)oc3c2)CCC4)CC1	8	2	i
COc1ccc(/C(C)=N/NC(=O)c2ccc(CSc3cccc4cccnc34)cc2)cc1OC	25	-23	i
COC(=O)[C@]1(C)CCC[C@@]2(C)C3CC[C@@]4(C)C[C@]3(CCC21)CC(=O)N4C (some centres undefined)	-2	-25	/
Cc1cc(N)ccc1NC(=O)CN1CCOCC1	10	-4	i
CCn1cc(Cl)c(C(=O)Nc2ccc3c(c2)OCCO3)n1	13	-6	i
O=C(NCc1ccc(Cl)cc1)c1ccccc1Oc1ccccc1	-1	-6	i
C=CCNc1nc(C2(C)CC3(CC(C)(C)OC3=O)C(=O)O2)cs1 (centres undefined)	21	0	i
COc1ccc(C)cc1S(=O)(=O)NC(C)C(=O)NC1CC1 (centres undefined)	19	-6	i
O=C(NCCCN1CCOCC1)c1ccc(Br)s1	14	-1	i
Cn1c(C2=C(O)CN(c3ccccc3)C2=N)nc2ccccc21	4	-19	i
CCc1nnc(NC(=O)CCC(=O)N2CCN(C3c4ccccc4-c4ccccc43)CC2)s1	17	-11	i
COCCN(C(=O)COC(=O)CCCOc1ccc(OC)cc1)c1c(N)n(Cc2ccccc2)c(=O)[nH]c1=O	10	-9	i
O=C(N/N=C/c1ccc(N2CCCCC2)o1)c1ccccc1[N+](=O)[O-]	8	-4	i
COc1ccc(Cl)cc1NC(=O)CN(C)CC(=O)Nc1ccc(C)cc1Br	9	-34	i
Cc1noc(C)c1S(=O)(=O)Nc1ccc2c(c1)C(=O)N([C@H](C)CO)C[C@H](C)[C@@H](CN(C)C(=O)NC(C)C)O2	10	-44	/
O=C(CSCc1ccccc1)NCCc1ccc(F)cc1	14	-27	i
CC(OC(=O)c1ccc(Br)c(S(=O)(=O)N2CCOCC2)c1)C(=O)NC1CCCCC1C (centres undefined)	10	-24	i
O=C(CC(C(=O)O)c1ccc(Cl)cc1)c1ccc(Br)cc1 (centres undefined)	-3	0	i
C#CCOCCOCCOCCNc1nc(N2CCN(C(=O)Cn3cc(CCCCN)nn3)CC2)nc(N2CCN(C(=O)[C@H](CCCCN)n3cc(CCCC)nn3)CC2)n1	26	-10	i

Sorted by number of heavy atoms (lowest first): some entries from above
SMILES	OX1R antag-1	OX1R antag-2	CHT allo act
O=C(CSCc1ccccc1)NCCc1ccc(F)cc1	14	-27	i
Cn1c(C2=C(O)CN(c3ccccc3)C2=N)nc2ccccc21	4	-19	i
O=C(NCc1ccc(Cl)cc1)c1ccccc1Oc1ccccc1	-1	-6	i
CC(OC(=O)c1ccc(Br)c(S(=O)(=O)N2CCOCC2)c1)C(=O)NC1CCCCC1C (centres undefined)	10	-24	i
C#CCOCCOCCOCCNc1nc(N2CCN(C(=O)Cn3cc(CCCCN)nn3)CC2)nc(N2CCN(C(=O)[C@H](CCCCN)n3cc(CCCC)nn3)CC2)n1	26	-10	i

A second format for some results above.
Oc1ccc(Cc2ccc(Cl)cc2)c(O)c1
  OX1R antag-1: 14; OX1R antag-2: 2; CHT allo act: i
CCCCN(CCCC)C(=O)/C=C/c1cccc([N+](=O)[O-])c1
  OX1R antag-1: 13; OX1R antag-2: -26; CHT allo act: i

Following part:
SMILES	OX1R antag-1	OX1R antag-2	CHT allo act
COc1cc(CCC(=O)NCC2CCCO2)cc(OC)c1OC (centres undefined)	3	-1	i
COc1ccccc1-c1nc(C#N)c(N2CCc3ccccc3C2)o1	8	-22	i
O=C(NCc1ccc2c(c1)OCO2)c1ccc(S(=O)(=O)N2CCOCC2)cc1	26	1	i
CC(C)(C)c1ccc(-c2c(C#N)c(N)nc3c2CCCC3)s1	15	-32	i
Oc1ccc(/C=C/c2ccc3cccc(O)c3n2)cc1Br	11	4	i
O=c1oc2cc(Oc3c([N+](=O)[O-])cc(C(F)(F)F)cc3[N+](=O)[O-])ccc2c2c1CCCC2	14	-7	i
O=C(NC1CCN(Cc2ccccc2)CC1)c1cncc(Br)c1	20	-3	i
COc1ccc(N(C(=O)CSCC(=O)Nc2cc(C)on2)C(C(=O)NC2CCCCC2)c2ccc(O)c(O)c2)cc1 (centres undefined)	34	-34	i
COc1ccc(/C=C(/NC(=O)c2ccco2)C(=O)N2CCCCC2)cc1	42	-13	i
CN1CCN(S(=O)(=O)c2ccc(C(F)(F)F)cc2)C(c2ccccc2)C1 (centres undefined)	9	-24	/
COc1ccc(-c2[nH]n(-c3ccc([N+](=O)[O-])cc3)c(=O)c2C=NCCN2CCNCC2)cc1	18	-7	9.3*
CCc1nnc(N/N=C/c2ccc(-c3ccc([N+](=O)[O-])cc3)o2)n1N	40	-3	i
Cc1ccccc1NS(=O)(=O)c1ccc(NC(=O)CSCc2ccc(Br)cc2)cc1	23	15	i
CCOC(=O)COn1c2c(c3c4no[n+]([O-])c4ccc31)CCCC2	10	-42	i
CC(C)C(=O)Nc1cccc(NC(=O)c2cccc(F)c2)c1	21	-15	i
Cc1nc[nH]c(=O)c1Br	10	-17	i
CCCN(C(=O)Cc1c(C(=O)O)n(C)c2ccccc12)c1cccc(C)c1	1	-11	i
Cc1c(-c2ccccc2)nc2ccccc2c1C(=O)Oc1ccc([N+](=O)[O-])cc1	31	-14	i
Cc1cc(C)c2c(n1)nn1c(C3CC3)cc(C(F)(F)F)nc21	12	-17	i
CC(=O)Nc1ccc(S(=O)(=O)NCC2CCC(C(=O)NC3CCCCCC3)CC2)cc1 (centres undefined)	3	4	i
Cc1ccc(OCc2cc(C(=O)N3CCCC3)no2)cn1	4	1	i
COc1ccc(NC(=O)C2CCCN(c3ncnc4onc(-c5ccc(F)cc5)c34)C2)cc1 (centres undefined)	21	-30	i
[O-][n+]1onc2c1CCC(=N/O)/C2=N\Nc1ccccc1	29	3	i
O=C(COC(=O)c1c(F)cccc1F)NCc1cccs1	5	-6	/
COc1ccc(CCNC(=O)C2CCCN2C(=O)Nc2ccc(F)cc2)cc1OC (centres undefined)	9	-14	i
CCCCCCC(=O)NNC(=O)c1c(O)c2ccccc2n(CC)c1=O	22	-37	i
O=C(Nc1ccc(C2SCCS2)cc1)c1ccccc1	7	-12	i
O=C(c1ccc(Cl)c(Cl)c1)N1CCC(=O)N(C(CO)Cc2ccccc2)CC1 (centres undefined)	12	-34	i
Fc1ccc2nc3[nH]c4ccccc4c3nc2c1	98*	36	i
COc1cnc(-c2ccccn2)nc1Sc1c(Cl)cccc1Cl	17	-17	i

Compounds shown so far containing a COOH group:
SMILES	OX1R antag-1	OX1R antag-2	CHT allo act
O=C(CC(C(=O)O)c1ccc(Cl)cc1)c1ccc(Br)cc1 (centres undefined)	-3	0	i
CCCN(C(=O)Cc1c(C(=O)O)n(C)c2ccccc12)c1cccc(C)c1	1	-11	i

New compounds follow.
SMILES	OX1R antag-1	OX1R antag-2	CHT allo act
COc1cc(/C=C(\NC(C)=O)C(=O)Nc2cccc(O)c2)ccc1OC(C)=O	14	-6	i
CCCn1nnnc1NCc1ccccc1C	8	-9	i
COc1ccc(CNC(=O)CN(c2ccc(C(C)C)cc2)S(=O)(=O)c2c(C)noc2C)cc1	9	-27	i
N#C/C(=C/c1cccs1)c1ccccn1	4	14	i
O=S1(=O)C=C(Sc2nc3cc(Cl)ccc3o2)c2ccccc21	36	-6	i
CN(C)S(=O)(=O)c1ccc(N2CCCC2)c(C(=O)NC(c2ccccc2)c2ccccc2)c1	28	-19	i
CC1=C(C(=O)OC2CCCCC2)C(c2cccc([N+](=O)[O-])c2)NC(=O)N1 (centres undefined)	0	-29	i
CS(=O)(=O)c1ccc(Cl)c(NC(=O)COC(=O)c2cccc(C#N)c2)c1	8	-8	i
COC(=O)c1c(NC(=O)Cc2cccs2)sc(C)c1C	19	-28	i
C/C(=N\NC(=O)c1nn(C)c(C)c1Br)c1ccc(NC(=O)c2ccc(C)s2)cc1	18	-20	i
O=c1[nH]c2cc([N+](=O)[O-])c(NCCO)c([N+](=O)[O-])c2[nH]1	124*	-19	i
COc1ccc(-n2nnnc2SCC(=O)NCCc2ccccc2)cc1OC	8	-33	i
Cc1ccsc1C(=O)OCC(=O)c1cc(C)n(C)c1C	5	-3	/
CCCCCOC(=O)c1ccc(OC(=O)c2cncc(Br)c2)cc1	8	5	i
CCCCNC(=O)Cn1c(=O)c2c(ncn2CC)n(Cc2ccccc2)c1=O	5	-26	i
CCc1ccc(NC(=O)[C@H](Cc2c[nH]c3ccccc23)NC(=O)[C@@H]2Cc3ccccc3CN2)cc1	9	-18	i
Cc1cccc(C)c1NC(=O)c1cn(-c2ccccc2)nc1-c1ccccc1	4	-32	i

From PubChem
